S1P4 ag – human S1P4 receptor agonism. 0.35% of 220,000 active. activation, % at 4.98 µM. S1P4-expressing cell line, agonist reporter assay. O95977; in the data active = activation above about 11%;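 note: 0% = DMSO vehicle and 100% = reference agonist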
Target sequence (O95977 whole entry, looked up): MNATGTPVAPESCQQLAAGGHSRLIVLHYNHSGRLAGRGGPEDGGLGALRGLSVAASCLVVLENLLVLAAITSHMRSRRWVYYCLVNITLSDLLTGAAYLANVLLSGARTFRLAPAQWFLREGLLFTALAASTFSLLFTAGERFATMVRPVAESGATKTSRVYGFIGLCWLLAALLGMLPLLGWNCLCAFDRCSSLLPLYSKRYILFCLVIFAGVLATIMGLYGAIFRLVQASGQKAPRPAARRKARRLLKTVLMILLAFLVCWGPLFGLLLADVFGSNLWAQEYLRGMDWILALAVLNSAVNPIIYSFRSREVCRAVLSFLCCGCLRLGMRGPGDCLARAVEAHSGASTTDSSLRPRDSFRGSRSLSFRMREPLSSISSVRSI
NPY-Y2 PAM-ag – human NPY-Y2 potentiation or agonism, primary screen. cells expressing NPY-Y2, potentiator/agonist read-out. activation, % at 3.6 µM. 0.45% of 220,000 active; in the data active = activation above about 27%;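 note: cells stimulated with NPY near EC25 plus isoproterenol at EC100; 0% = vehicle plus submaximal agonist and 100% = vehicle plus saturating agonist; some results beyond the cut were filed as inactive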
NPY-Y1 PAM-ag – potentiators or agonists of human neuropeptide Y receptor Y1; P25929; NPY-Y1 expressing cells, potentiator/agonist activation; activation, % at 3.6 µM; 0.37% of 220,000 active; in the data active = activation above about 33%, passing the limit was not always enough;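 note: cells stimulated with NPY at EC10 then isoproterenol at EC100; 0% = low agonist plus stimulus and 100% = saturating agonist plus stimulus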
NPY-Y1 antag – antagonists of human neuropeptide Y receptor Y1 | P25929 | HEK293-CNG Y1 cells, membrane potential fluorescence; NPY at EC95, then isoproterenol | inhibition, % at 3.6 µM | 1% of 200,000 active;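 active = inhibition above the campaign mean inhibition of all tested compounds plus 3 SD, cut at about 20% in these data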;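 note: 0% = DMSO wells given NPY plus isoproterenol and 100% = isoproterenol alone without NPY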
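Benchmarks – high control isoproterenol alone, low control NPY with isoproterenol · Material – HEK293 Y1/CNG channel cell line · Times – dye 3 h, compound 60 min room temperature, stimulation 45 min · Probe or stimulus – NPY (25 nM), isoproterenol (1 µM), Ro 20-1724 (25 µM) · Evaluation – % inhibition of NPY effect · Signal – fluorescence, membrane potential probe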
S1P4 antagonist – antagonists of human S1P4 receptor; S1P4-expressing cells, antagonist mode, reporter read-out; inhibition, % at 4.98 µM; 0.26% of 220,000 active; in the data active = inhibition above about 29%;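 note: 0% = wells stimulated with agonist and 100% = vehicle wells without agonist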
CHOP inh – CHOP inhibition in unfolded protein response; CHO-K1 CHOP-promoter luciferase, tunicamycin-induced, 15-18 h; inhibition, % at 10 µM; 3.8% of 220,000 active;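 active = compounds that reduced the stress-induced luciferase reporter signal by more than about 70% of percent inhibition, limit read from the data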;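 note: 0% = tunicamycin plus vehicle and 100% = wells without tunicamycin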
EP2 modulator – modulators of human EP2 prostaglandin E2 receptor; EP2-expressing cells, cAMP HTRF FRET, PGE2 co-stimulation; P43116; 0.83% of 260,000 active; induction, % at 25 µM; AID 940;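 active = compounds whose cAMP rise, as percent of the full-agonist control response, exceeds 60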;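 note: rat C6 glioma line stably carrying human EP2 under a CMV promoter; the protocol text gives 20 µM as final concentration; 100% = response of wells given 1 µM PGE2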
Target sequence (P43116 whole entry, looked up): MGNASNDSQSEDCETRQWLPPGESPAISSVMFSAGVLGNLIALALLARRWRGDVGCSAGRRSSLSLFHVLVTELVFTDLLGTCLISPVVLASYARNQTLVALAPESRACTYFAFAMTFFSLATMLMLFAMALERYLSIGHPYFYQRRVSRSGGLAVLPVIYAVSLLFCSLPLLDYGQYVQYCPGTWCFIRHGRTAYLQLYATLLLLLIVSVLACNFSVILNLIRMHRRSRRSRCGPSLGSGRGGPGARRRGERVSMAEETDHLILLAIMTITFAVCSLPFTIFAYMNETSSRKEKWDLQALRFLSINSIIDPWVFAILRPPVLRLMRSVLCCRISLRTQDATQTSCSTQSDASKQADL
TRPML3 agonist – agonists of human TRPML3 channel; HEK293 TRPML3-YFP, Fluo-8 calcium fluorescence; 100% = the carbachol control signal; activation, % at 3 µM; AID 1448; 0.29% of 220,000 active; Q8TDD5;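 active = activation above its plate's cutoff, the mean activation of the plate's test wells plus 3 SD, cut at about 12% in these data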;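 note: 0% = DMSO only wells and 100% = carbachol wells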
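Material: TRPML3-YFP stable HEK293 cells | Dosing: One concentration, 3 µM nominal, 0.3% DMSO | Timing: 125 s total fluorescence read per well | Technique: Fluo-8 calcium dye fluorescence, ex 470-495, em 515-575 nm | Measure: Percent activation from peak-to-basal fluorescence ratio, scaled between DMSO and carbachol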
zfTRPN1 agonist – activates the zebrafish TRPN1 channel; HEK293 zebrafish TRPN1-YFP, Fluo-8 calcium fluorescence; 100% = response to 87 µM carbachol; 0.18% of 220,000 active; activation, % at 3 µM;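 active = activation above its plate's cutoff, the mean activation of test wells on that plate plus 3 SD, cut at about 19% in these data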;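 note: 0% = DMSO alone and 100% = 87 µM carbachol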
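Control set: carbachol 87 µM as high control, DMSO as low control; system: HEK293 stable line with zebrafish TRPN1-YFP; read-out: % activation versus carbachol response; detection: intracellular calcium fluorescence with Fluo-8; doses: single test compound dose, 3 µM nominal, 0.3% DMSO; schedule: dye 1 h 37 °C plus 30 min RT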
* = called active by the depositor; . = not tested or not shown; & = joins results of further samples.

Structure,S1P4 ag,NPY-Y2 PAM-ag,NPY-Y1 PAM-ag,NPY-Y1 antag,S1P4 antagonist,CHOP inh,EP2 modulator,TRPML3 agonist,zfTRPN1 agonist
Cc1[nH]c2ccccc2c1C(c1ccncc1)N1CCN(c2ccccc2F)CC1 (stereo not given),-1.0,-0.2,-0.7,6.0,-10.9,5.9,-40.8,1.0,0.1
COc1ccc(-c2csc3nc(C)nc(N4CCN(C(C)=O)CC4)c23)cc1OC,2.3,1.9,5.5,6.1,-14.8,12.0,-3.3,0.2,-1.3
O=C(CCN1C(=O)c2ccccc2C1=O)NC(=S)Nc1ccccc1,1.2,-5.0,-30.9,3.9,-2.9,0.6,-19.5,0.7,2.5
CSc1ccccc1NC(=O)NCCCl,-1.1,-14.8,-1.4,0.0,-4.2,8.1,8.3,0.8,0.0
COc1cc2[nH]c(=S)nc(NCc3ccccn3)c2cc1OC,-0.9,-14.2,0.8,-0.3,2.2,-9.7,-27.3,0.6,0.8
C=CC[N+]1(CC=C)CCOCC1,-1.3,0.3,-4.9,-2.9,8.6,-10.4,-16.4&3.7,0.8,0.4
O=C(C1CCN(Cc2ccccc2)CC1)N1CCN(C/C=C/c2ccccc2)CC1,2.5,-15.6,-50.9,7.3,6.6,24.6,3.2,1.2,-0.1
CN(Cc1cn(-c2ccccc2)nc1-c1ccc(F)cc1)C(=O)CCC(=O)O,0.4,-4.2,-6.8,6.8,-7.2,20.5,2.7,0.5,0.8
O=C(O)c1cccc2c1C(=O)N(C1CCCCC1)C2,-1.8,8.7,1.7,0.8,-12.0,-5.9,-2.9,0.0,2.4
CCn1c(=NC(=O)COc2ccccc2)sc2cccc(F)c21,1.4,-35.5,-13.6,.,5.4,-9.9,12.2,-0.6,-1.0
COc1ccc(N(C)C(=O)c2onc3c2CCCC3)cc1,0.3,6.5,5.0,6.9,-5.2,22.6,43.2,-0.1,1.1
CCOc1ccc(OCC)c(NC(=O)Nc2ccc3c(c2)N(C)C(=O)CS3)c1,-1.5,12.3,5.0,-7.2,5.1,57.7,-9.6,0.1,1.9
CCn1cc(CNC(=O)/C=C/c2cnn(C)c2)c(C)n1,35.6*,8.2,-21.1,10.7,-13.5,17.1,15.9,1.2,2.3
COc1ccc2[nH]cc(/C=C/C(=O)c3ccccc3)c2c1,1.9,31.7,19.9,.,12.6,-3.7,-27.3,1.0,1.3
O=C(CCCOc1ccc(Cl)cc1)NCC1CCCO1 (stereo not given),-0.2,19.2,2.8,2.4,-11.7,1.3,-30.5,-0.1,-0.3
CS(=O)(=O)Nc1ccc(S(=O)(=O)NC2CCCCC2)cc1,0.5,-5.5,-1.5,-6.0,-3.5,21.2,-7.5,1.4,1.1
Cc1cc(C)n(CCc2nc3c4ccccc4n(CC#N)c(=O)n3n2)n1,0.3,-5.7,-6.5,6.3,-18.1,26.1,10.6,0.9,-0.6
CC(=Nc1cccc(O)c1)c1sc2ccccc2c1O,-0.5,13.1,22.2,-4.4,6.0,62.4,-10.6,4.1,4.4
COC(=O)c1ccc(NC(CC(C)C)C(=O)OC)c([N+](=O)[O-])c1 (stereo not given),-0.7,-19.6,-41.3,8.2,5.8,49.0,15.5,0.1,-1.6
O=C(O)c1cccc(NS(=O)(=O)c2ccc(-c3ccc(S(=O)(=O)Nc4cccc(C(=O)O)c4)cc3)cc2)c1,1.2,-14.1,-17.6,-0.3,-14.4,0.0,38.5,0.8,0.1
COc1ccccc1/C=N/NC(=O)c1nnn(-c2nonc2N)c1CSC1=NCCS1,-2.8,1.5,-2.3,-3.6,2.5,26.1,-9.4,0.1,0.4
CC(=O)Nc1ccc(/C=C(\C#N)C(=O)NC2CCCCC2)cc1,0.4,-0.4,0.9,-0.7,8.2,6.2,-27.1,1.5,2.7
O=C(O)c1nn2cc(CCO)cnc2c1Cl,0.6,-8.4,-1.0,-4.0,-12.7,-7.9,34.9,-0.5,0.6
O=[N+]([O-])c1ccc(N2CCCC2)cc1NCc1ccccc1,0.7,3.2,-4.1,8.6,-24.1,17.5,52.1,0.3,0.6
C1=Nc2ccccc2CN1c1ccccc1,-1.1,-6.1,-26.5,3.9,-4.3,-23.8,-7.8,0.2,-0.9
COC(=O)c1ccc(/C=N/Nc2nc(-c3ccc(C)cc3)cs2)cc1,0.7,-12.9,2.4,3.1,-12.3,8.5,13.8,0.4,1.3
Clc1cc(Sc2ccc(Br)cc2)nnc1-c1ccccc1,-2.1,-25.7,-33.0,16.9,6.6,37.7,50.9,-0.7,-1.6
Cc1ccc(C(=O)OCc2nc(N)nc(Nc3ccccc3C)n2)cc1,0.9,-14.7,-40.8,-2.0,-3.6,18.5,-56.0,0.5,-0.3
O=C(COC(=O)c1ccc(O)cc1)Nc1nccs1,0.2,-6.8,-15.8,-0.9,-10.7,1.3,10.9,1.7,1.1
CCCC(=O)NC(c1cccs1)c1cc(Cl)c2cccnc2c1O (stereo not given),-0.2,10.4,-2.9,-1.3,-10.4,74.8*,11.6,1.3,0.5
O=[N+]([O-])c1ccc(/C=N/N/C(=N/c2ccccn2)c2ccccn2)cc1,-0.8,7.6,9.9,10.6,-1.4,15.9,8.6,0.3,-0.1
CCCCOc1ccccc1C(=O)NCCCC(=O)O,-5.8,2.3,9.7,-0.9,34.6*,19.6,14.4,0.8,-0.3
Cc1noc(/C=C/c2ccco2)c1S(=O)(=O)N1CCC(C(=O)NC(C)c2ccccc2)CC1 (stereo not given),-0.2,1.1,5.9,1.4,4.4,-4.8,18.6,0.2,-0.6
Cn1c(=O)c2c(ncn2CC(COCc2ccc(Cl)cc2)OCc2ccc(Cl)cc2)n(C)c1=O (stereo not given),-2.7,3.4,9.7,5.6,9.5,-18.2,-19.1,4.5,-1.1
O=C(NC1CC1)c1c[nH]c2ccc(S(=O)(=O)Nc3cccc(C(F)(F)F)c3)cc2c1=O,2.2,3.4,2.8,-1.9,-4.0,-7.2,-22.4,0.3,0.5
COc1ccc2c(c1)CCc1c(C(=O)Nc3ccn(Cc4ccc(C)cc4)n3)noc1-2,0.6,1.7,-10.1,-5.0,4.0,33.1,0.2,0.3,-0.8
CNC(=O)c1ccc(CNC(=O)OCc2ccccc2)cc1,0.4,13.4,7.1,-2.9,-5.0,-0.3,14.6,0.7,0.0
COc1ccc(OC)c(S(=O)(=O)NC(N)=NCCc2ccccc2OC)c1,23.1*,-7.1,2.0,3.3,2.3,-20.9,-35.7,0.3,0.0
CCN1C(=O)CC(N2CCC(Cc3ccccc3)CC2)C1=O (stereo not given),1.2,19.8,-2.9,-2.6,10.1,22.6,-20.2,0.3,2.1
O=C(CSc1nnnn1-c1ccccc1)c1cc2ccccc2oc1=O,0.8,-11.4,-5.1,-2.0,-13.7,17.1,8.5,0.1,-0.3
NC(=O)c1cnccn1,-0.3,-2.0,1.5,-1.4,-5.2,-1.3&-19.1,5.1&3.1&-0.7,0.6,-0.5
Cc1cc(NC(=O)c2ccccc2)n(-c2nc3ccccc3[nH]2)n1,0.9,-1.6,6.8,-2.9,13.3,41.5,19.7,1.0,1.9
O=C(Nc1ccc(Cl)c(S(=O)(=O)N2CCOCC2)c1)c1ccc2c(c1)OCCO2,2.5,-3.7,7.0,-1.9,-14.2,13.0,-60.9,5.5,11.6
CCOC(=O)Cc1c(Sc2ccccc2)c2ccccc2n1C,2.4,-4.1,-11.5,8.2,-7.3,8.0,52.7,0.4,0.4
O=C(NC1CC1)C1=C[C@@H](c2ccc(Br)cc2)C[C@@H](OCCCCO)O1,0.7,-20.2,-1.6,-5.6,-1.6,18.6,-1.7,-0.8,0.3
Cc1cc(C)cc(NC(=O)CSCc2cnn(-c3ccccc3)c2-n2cccc2)c1,0.9,-2.7,-5.0,3.2,2.7,58.6,-4.5,-0.6,-2.0
N#Cc1ccc(CSc2nnc(-c3ccccn3)n2-c2ccccc2)cc1,1.7,-4.4,5.6,-2.1,-2.7,-24.6,14.8,1.2,-0.8
O=C(Nc1ccc(NC(=O)C2CC2)nc1)c1ccco1,0.8,1.2,1.9,8.7,8.6,-19.6,-21.6,0.5,0.8
CC(C)n1nnc2c(=O)oc3ccccc3c21,1.1,-17.2,11.4,-8.1,1.8,14.4,-52.8,0.2,1.0
COc1ccc(C2SCC(=O)N2CC23CC4CC(CC(C4)C2)C3)cc1 (stereo not given),-0.6,-11.3,2.4,6.1,-9.5,86.2*,27.4,0.9,0.6
CC(C)C(=O)N(Cc1cc(=O)[nH]c2ccccc12)c1ccccc1,0.3,13.2,13.0,-1.1,-2.8,-11.9,4.0,0.6,-0.7
O=C1CCCC(O)=C1C1NCCc2ccccc21 (stereo not given),-5.5,-4.5,-8.8,-3.2,3.1,-37.4,32.0,0.9,-0.1
COc1ccc(CCNC(=O)C2CCCN(C(=O)N(C)C)C2)c(OC)c1 (stereo not given),-0.3,1.7,13.5,-7.4,-9.6,17.3,15.9,-0.2,2.1
NNc1nc(C(F)(F)F)nc2ccccc12,1.2,-0.9,-0.7,-6.1,-0.2,-2.2,-21.7,1.4,2.8
CC(C)(C)NC(=O)CN1CCN(C(=O)CCl)CC1,0.8,-10.0,9.2,10.5,-10.2,4.8,29.3,0.6,1.2
CC(=O)Oc1c(-c2ccco2)oc2ccccc2c1=O,1.1,3.3,-0.4,4.5,28.8,17.0,-18.6,2.0,3.3
CCOC(=O)c1csc(NC(=O)c2ccc(N3C(=O)CCC3=O)cc2)n1,1.1,-1.7,-1.3,3.5,-25.7,8.5,6.1,2.6,0.9
CC1CCC(C(C)C)C(OCC(O)CN2CCCC(C)C2)C1 (stereo not given),1.7,12.4,47.3*,28.5*,10.9,20.5,-7.5,0.9,-0.3
Cc1c(NC(=O)C(C)OC(=O)CCC2CCCC2)c(=O)n(-c2ccccc2)n1C (stereo not given),-0.7,-2.2,6.7,-1.2,-0.4,16.6,16.6,0.7,-1.6
CCOC(=O)c1cc(-c2ccccc2)sc1NC(=O)C(C)(C)C,-1.6,14.6,-8.8,-1.8,-13.1,11.1,18.5,1.0,0.8
CC(C)CC(C(=O)NC(C)(C)C)N(CC1CCCO1)C(=O)c1snc(C(N)=O)c1N (stereo not given),1.2,-8.4,4.7,1.9,-3.5,19.9,3.4,0.2,1.8
COc1ccccc1CNC(=O)CCNC(=O)Cn1ccc2ccccc2c1=O,-0.5,16.9,-5.2,-1.3,-21.7,26.9,-4.4,-1.0,-1.2
Cc1nonc1C1CCCN1Cc1nc(-c2ccc(F)cc2F)oc1C (stereo not given),0.4,1.7,7.3,0.3,-20.4,29.7,8.4,0.6,-0.6

Bioassay records: PubChem BioAssay, several laboratories
